Pol iota inh: qHTS for Inhibitors of Polymerase Iota. DNA polymerase iota (Homo sapiens), Q9UNA4. Potency, µM (top dose mostly 115 µM), without a hit: at the highest dose activity, negative = inhibition, hits mostly inhibitors. Pol iota fluorescent replication assay, 10 min. 1% of 390,000 active. AID 588590, 2011; further: potency means the concentration at half of the fitted maximal effect
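Fluorescent replication assay read twice, at 0 min and 10 min after adding 50 nM (final) substrate. Enzyme (10 nM) and compounds were first incubated 15 min at room temperature; enzyme-free buffer wells were negative controls.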
Tb PGK inh: qHTS Assay to Find Inhibitors of Phosphoglycerate Kinase; Phosphoglycerate kinase, glycosomal (Trypanosoma brucei brucei), P07378; PGK/GAPDH coupled, Kinase-Glo luminescence, 60 min; Potency, µM (series often up to 57.5 µM), for the others: at the top dose activity change, negative = inhibition, actives largely listed as inhibitors; 0.043% of 380,000 active; AID 602233, 2012; further: potency means the concentration at half of the fitted maximal effect; on the % scale 0 is the no-effect control and ±100 the full control effect; nearly all actives have a fitted effect of over 60% in size
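Recombinant glycosomal PGK reaction used 1,3-bisphosphoglycerate generated in-well by GAPDH (100nM final) in 100mM TEA pH 7.6, 5mM MgCl2, 0.01% Tween-20. After 60 minutes at room temperature, ATP was read by Kinase-Glo Plus luminescence end-point.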
APE1 inh: qHTS Assay for Inhibitors of the Human Apurinic/apyrimidinic Endonuclease 1 (APE1); DNA repair nuclease/redox regulator APEX1 (Homo sapiens), P27695; recombinant APE1, TAMRA/BHQ-2 abasic DNA cleavage fluorescence; Potency, µM (series often up to 65.8 µM), for the others: top-dose activity change, negative = inhibition, most hits filed as inhibitors; 0.35% of 350,000 active;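 further: potency means the concentration at half of the fitted maximal effect; plate controls were vehicle for no effect and reference inhibitor for full effect; nearly all actives have a fitted effect of over 55% in size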
Target sequence (P27695 whole entry, looked up): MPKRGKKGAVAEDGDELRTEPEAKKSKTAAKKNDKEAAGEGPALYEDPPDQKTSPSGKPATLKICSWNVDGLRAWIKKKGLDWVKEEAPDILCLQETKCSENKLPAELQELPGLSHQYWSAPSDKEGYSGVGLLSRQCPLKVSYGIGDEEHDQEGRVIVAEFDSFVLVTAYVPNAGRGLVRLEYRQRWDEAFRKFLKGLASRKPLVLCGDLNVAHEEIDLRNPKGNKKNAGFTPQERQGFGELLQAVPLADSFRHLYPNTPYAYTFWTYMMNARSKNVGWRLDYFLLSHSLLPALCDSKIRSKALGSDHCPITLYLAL
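Step 1: APE1 (0.75 nM) with compound, 15 min RT. Step 2: add 50 nM fluorophore/quencher THF duplex. Step 3: three fluorescence reads 60 s apart (525/598 nm); read 3 minus read 1 = reaction progress.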
BLM helicase inh: qHTS Assay for Inhibitors of Bloom's syndrome helicase (BLM) | RecQ-like DNA helicase BLM (Homo sapiens), P54132 | recombinant BLM DNA unwinding, fluorescence dequenching | Potency, µM (titrated, usually from 56.1 µM), for the others: top-dose activity change, negative = inhibition, most hits filed as inhibitors | 0.2% of 350,000 active;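 further: potency means the concentration at half of the fitted maximal effect; plate controls were vehicle for no effect and no enzyme for full effect; nearly all actives have a fitted effect of over 35% in size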
Pol kappa inh: qHTS for Inhibitors of Polymerase Kappa | Potency, µM (titrated, usually from 107 µM), inactives show at the highest dose activity, negative = inhibition, most hits filed as inhibitors | DNA polymerase kappa (Homo sapiens), Q9UBT6 | purified Pol kappa, fluorescent DNA synthesis assay, 10 min | AID 588579, 2011 | 0.53% of 400,000 active; further: potency means the concentration at half of the fitted maximal effect; on the % scale 0 is the no-effect control and ±100 the full control effect
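Fluorescent qHTS in 1536-well format: enzyme (10 nM) and compound sat 15 min at room temperature before 50 nM substrate (final) was added. Signal taken at 0 and 10 min; no-enzyme buffer wells were negative controls.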
Anesthetic bind: qHTS Assay for Identification of Novel General Anesthetics; 0.074% of 350,000 active; AID 485281, 2010; Potency, µM (doses to about 77.5 µM), for the others: at the highest dose activity change, negative = displacement, actives largely listed as inhibitors; apoferritin/1-aminoanthracene competitive binding, fluorescence; further: potency means the concentration at half of the fitted maximal effect; on the % scale 0 is the no-effect control and ±100 the full control effect; nearly all actives have a fitted effect of over 20% in size
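10 uM apoferritin + 50% sat. 1-AMA, PBS; cpd 10 min RT; Ex380/Em535 endpoint; normalized to free probe vs complex; 4-param Hill fit; propofol titration as pos. ctrl.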
RXFP1 antag: qHTS Assay for Antagonists of the Relaxin Receptor RXFP1; Relaxin receptor 1 (Homo sapiens), Q9HBX9; HEK293-RXFP1, relaxin-stimulated cAMP HTRF, 30 min; stronger effect = lower value; activity change, negative = inhibition, % at 57.5 µM; 0.59% of 350,000 active; AID 1259400, 2018;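 active means activity change of -60% or lower, but not beyond a set lower limit; inconclusive means change between -60% and -40%, or beyond the set limit; inactive means change above -40%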; further: on the % scale 0 is the no-effect control and ±100 the full control effect
Pol eta inh: qHTS for Inhibitors of Polymerase Eta. recombinant Pol eta, fluorescent DNA replication assay. DNA polymerase eta (Homo sapiens), Q9Y253. AID 588591, 2011. 1.2% of 390,000 active. Potency, µM (series often up to 114 µM), without a hit: at the highest dose activity change, negative = inhibition, hits mostly inhibitors; further: potency means the concentration at half of the fitted maximal effect; on the % scale 0 is the no-effect control and ±100 the full control effect
Target sequence (Q9Y253 whole entry, looked up): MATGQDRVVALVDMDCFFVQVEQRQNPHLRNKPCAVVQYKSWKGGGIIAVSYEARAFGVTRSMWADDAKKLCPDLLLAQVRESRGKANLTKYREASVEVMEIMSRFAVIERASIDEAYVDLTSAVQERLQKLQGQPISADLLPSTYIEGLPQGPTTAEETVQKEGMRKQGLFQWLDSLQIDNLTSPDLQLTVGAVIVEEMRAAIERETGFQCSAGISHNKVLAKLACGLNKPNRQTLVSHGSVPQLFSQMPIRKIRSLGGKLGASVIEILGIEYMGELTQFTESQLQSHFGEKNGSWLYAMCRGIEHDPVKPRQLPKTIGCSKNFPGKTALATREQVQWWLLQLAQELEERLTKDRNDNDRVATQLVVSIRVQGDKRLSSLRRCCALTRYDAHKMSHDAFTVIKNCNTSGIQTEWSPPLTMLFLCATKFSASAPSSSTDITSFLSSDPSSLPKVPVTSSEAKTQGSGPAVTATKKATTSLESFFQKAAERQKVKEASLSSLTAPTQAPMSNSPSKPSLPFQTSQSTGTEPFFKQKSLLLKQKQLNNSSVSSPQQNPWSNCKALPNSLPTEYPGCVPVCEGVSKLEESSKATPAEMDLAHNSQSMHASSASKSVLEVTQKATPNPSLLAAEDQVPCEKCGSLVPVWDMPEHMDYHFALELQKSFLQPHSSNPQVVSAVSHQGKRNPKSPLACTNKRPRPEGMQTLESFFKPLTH
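Pol eta at 10 nM preincubated with compounds 15 min at room temperature; reaction started with fluorescent substrate (50 nM final) and read kinetically at 0 and 10 min.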
Pol beta inh: qHTS Assay for Inhibitors of DNA Polymerase Beta | P06746 | Pol beta primer extension/strand displacement, fluorescence kinetic | Potency, µM (highest dose often 114 µM), for the others: top-dose activity change, negative = inhibition, most hits filed as inhibitors | 1.3% of 340,000 active; further: potency means the concentration at half of the fitted maximal effect; on the % scale 0 is the no-effect control and ±100 the full control effect
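Pol beta (10 nM) was preincubated with compound for 15 min at room temperature. The reaction was then started with 50 nM substrate and read immediately and after a further 10 min at room temperature.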
* marks the source's active call; other numbers are inactive results; i = inactive; ? = inconclusive; · = no result given; [ ] = remark or other dose. Unless noted, the call rests on the fitted dose curve; in most records, active means well fitted curve in the direction sought with a large enough effect; inconclusive means small, poorly fitted or top-dose-only effect, or another doubt; inactive means no such curve, though single readings can be large; an effect the other way counts as inactive or inconclusive.

mol,Pol iota inh,Tb PGK inh,APE1 inh,BLM helicase inh,Pol kappa inh,Anesthetic bind,RXFP1 antag,Pol eta inh,Pol beta inh
CCOCC(=O)Nc1ccc([N+](=O)[O-])cc1C,?,-3.6%,2.5%,-0.5%,-9.6%,-3.5%,-11.7,4.5%,5.9%
COc1cc2c(cc1OC)C(c1cc(C)ccc1C)CC(=O)N2 (stereo not given),-10.0%,-11.9%,-14.5%,-4.4%,12.8%,-16.6%,-3.2,-8.6%,-2.4%
O=C(CSc1nc(-c2ccc(F)cc2)cs1)NCCN1C(=O)CSC1=O,96.9%[activator],i,5.5%,-1.2%,-0.5%,-8.9%,-9.8,-8.6%,-18.5%
CCC(=O)NC1=C(Nc2ccc(N)cc2)C(=O)c2ccccc2C1=O,190.7%[activator],-17.9%,37.7%,-14.9%,-12.2%,-6.5%,-12.6,-1.5%,3.0%
O=C(COc1cccc2cccnc12)N1CCc2ccccc21,30.3%[activator],-3.3%,0.0%,-7.8%,-13.2%,56.0%[activator],9.0,-3.2%,?
Cc1cc(C)cc(NC(=O)Cn2cc(C(=O)c3ccccc3)c(=O)c3ccc(C)nc32)c1,20.8%,-16.0%,·,5.4%,3.1%,-4.4%,11.2,-16.0%,14.4%
CCC(C)N(C(=O)COC(=O)CSc1ccc(C)c(C)c1)C1CCS(=O)(=O)C1 (stereo not given),22.5%,4.3%,27.8%,·,0.0%,·,-4.4,-24.1%,·
CC1CC=CC2C1C(=O)N(Cc1ccccc1)C2c1ccc2ccccc2c1C=Cc1ccccc1 (stereo not given),26.8%,·,?,-5.3%,4.6%,59.2%[activator],·,·,·
Nc1ccc(NC(=O)c2ccco2)c(Cl)c1,14.9%,-4.5%,3.4%,0.4%,7.8%,-7.4%,-2.5,-13.2%,97.5%
Cc1ccc(CSCC(=O)N(C)CC(=O)Nc2ccccc2Cl)cc1,19.6%,3.3%,-10.2%,·,-6.2%,·,-15.7,-13.6%,·
CCN(CC)CCNC(=O)c1ccc2c(c1)sc1nc(-c3ccc(F)cc3)cn12,-10.5%,-2.4%,·,0.2%,-16.9%,-11.9%,-2.2,2.7%,-18.4%
O=C(c1nn(-c2ccccc2)c(=O)c2ccccc12)N1CCN(c2ncccn2)CC1,105.2%[activator],-10.2%,-3.4%,-4.2%,-3.6%,-5.3%,8.2,-12.5%,0.5%
Cc1ccccc1Nc1c(F)c(F)c(F)c(F)c1C(=O)O,40.1%[activator],-8.9%,-0.3%,-6.1%,-8.5%,-3.9%,-1.5,-6.0%,15.6%
COc1ccc(/C(C)=N/Nc2nc(C)c(C(C)=O)s2)cc1,17.3%,-5.7%,-14.4%,-0.8%,-19.0%,4.0%,1.0,-23.5%,0.0%
Cc1ccc(SCCC(=O)NCCSCc2ccccc2C)cc1,?,2.3%,1.9%,-7.9%,-0.1%,-11.6%,-15.0,-15.8%,0.3%
O=C(C(=O)N1CCc2ccccc2C1)c1cn(CC(=O)N2CCCC2)c2ccccc12,197.1%[activator],i,11.3%,1.5%,-8.2%,-6.4%,-9.8,-14.8%,-11.0%
NC(=S)N/N=C/c1ccccc1OC(=O)c1cc2ccccc2oc1=O,?,-2.7%,1.2%,-3.4%,-15.1%,-10.2%,4.4,1.0%,-8.5%
CC(=O)N1c2ccc(S(=O)(=O)NCCC(=O)Nc3ccc(C)cc3Br)cc2CC1C (stereo not given),37.1%[activator],-7.1%,·,-4.5%,-0.8%,-6.6%,-22.3,-23.1%,-1.7%
CC1CCN(c2nnc(NC(=O)Cn3c(=O)oc4ccccc43)s2)CC1,-5.2%,-7.7%,8.0%,-4.3%,4.2%,-16.3%,·,-4.9%,11.7%
CCC(C)(C)NC(=O)c1cc(C(=O)OC)cc([N+](=O)[O-])c1,21.5%,0.7%,12.1%,-2.0%,-3.5%,-15.0%,-1.1,10.5%,25.8%
COc1ccc(Cl)cc1NC(=O)CSc1cccc[n+]1[O-],-0.1%,-8.9%,9.5%,·,-7.8%,·,-2.5,-9.4%,·
Cc1cc(SCC#N)nc2ccccc12,10.2%,3.9%,6.2%,1.8%,-3.2%,-23.0%,14.4,-16.5%,1.9%
COc1ccc(NC(=O)Cn2nc(C(=O)O)c3ccccc3c2=O)cc1S(=O)(=O)N1CCCCC1,15.5%,0.7%,1.0%,·,-2.4%,·,11.3,-10.9%,·
Cc1cccc(C)c1NC(=O)c1nc(S(C)(=O)=O)ncc1N(Cc1ccc(F)cc1)Cc1ccco1,8.9%,4.3%,·,-4.5%,-2.8%,-12.9%,-3.3,-9.1%,16.3%
Cc1cn(CC(=O)NCC(C)c2ccccc2)c(=O)[nH]c1=O (stereo not given),28.9%,-10.1%,·,·,16.5%,·,·,-11.2%,·
O=C(C1CCN(S(=O)(=O)c2cccc3cccnc23)CC1)N1CC=C(c2ccccc2)CC1,·,·,-6.0%,0.0%,·,?,·,·,2.3%
CC(C)(C)CC(=O)Nc1ccccc1N1CCN(c2ccccc2)CC1,11.9%,1.6%,?,-13.3%,-12.7%,-11.2%,-13.4,-9.9%,18.6%
CCn1c(SCC(=O)NCC2CCCO2)nc2c(c1=O)SCC2 (stereo not given),16.4%,4.9%,2.2%,-5.2%,-4.4%,-1.9%,-6.4,-12.4%,-10.0%
COc1ccc(CC(=O)N(C)Cc2ccc(C(C)(C)C)cc2)cc1S(=O)(=O)N1CCOCC1,2.3%,0.7%,2.7%,-2.7%,-10.4%,6.3%,-22.5,-14.6%,-26.0%
O=C(c1ccc2c(c1)N(Cc1ccccc1Cl)C(=O)c1ccccc1S2)N1CCCC1,-19.1%,i,·,-3.8%,-15.0%[60.1 µM],-9.9%,-68.4*,-17.5%,15.3%
Nc1c(S(=O)(=O)c2ccccc2)cnc2c(-c3ccc(F)cc3)cnn12,10.1%,-6.0%,-5.7%,-1.1%,-10.5%,-6.0%,20.1,0.1%,1.6%
COc1ccc(CNC(=O)c2cn(-c3cccc(OC)c3)c(=O)c3ccccc23)cc1,-2.7%,0.7%,·,0.6%,-2.0%,4.0%,-2.8,0.2%,-2.2%
CCc1cc2c(SCC(=O)c3ccccc3)ncnc2s1,8.6%,-6.2%,0.4%,-5.7%,-8.8%,-8.7%,0.1,9.3%,2.4%
Cc1c(C(=O)NCc2ccccc2)oc2ccc(S(=O)(=O)N3CCCC3)cc12,-8.8%,0.2%,-3.8%,0.7%,-13.6%,?,·,-8.8%,30.7%
CC(=O)N1c2ccc(S(=O)(=O)NCc3ccco3)cc2CC1C (stereo not given),23.7%,i,-14.7%,3.1%,1.2%,-6.1%,1.5,-6.2%,12.9%
COc1cc(C(=O)Nc2ccc3c(c2)Cc2ccccc2-3)cc(OC)c1OC,1.4%,-0.7%,2.4%,-6.6%,-18.8%,4.8%,2.0,-13.1%,-0.2%
CC(NC(=O)NC1CCCCC1)C(c1cccs1)N1CCN(C)CC1 (stereo not given),24.9%,-0.5%,3.8%,-1.7%,-21.8%,2.2%,3.3,-15.7%,-0.5%
O=C(Nc1ccccc1)c1ccc(Cl)c(S(=O)(=O)Nc2ccccc2)c1,17.3%,-1.9%,·,-9.9%,4.6%,-8.1%,·,-21.9%,-1.1%
Cc1ccc(N(C)C(=O)c2ccc3c(Cl)c4c(nc3c2)CCC4)cc1C,-27.2%,0.8%,10.3%,-6.1%,-7.0%,?,-88.8*,-17.7%,1.0%
O=C1c2cccc(Cl)c2C(=O)N1c1ccccn1,9.4%,i,·,·,-2.0%,·,-10.8,-11.1%,·

One compound at a time, as listed above:
`O=C1c2cccc(Cl)c2C(=O)N1c1ccccn1` reads Pol iota inh = 9.4%; Tb PGK inh = i; APE1 inh = ·; BLM helicase inh = ·; Pol kappa inh = -2.0%; Anesthetic bind = ·; RXFP1 antag = -10.8; Pol eta inh = -11.1%; Pol beta inh = ·
`COc1cc(C(=O)Nc2ccc3c(c2)Cc2ccccc2-3)cc(OC)c1OC` reads Pol iota inh = 1.4%; Tb PGK inh = -0.7%; APE1 inh = 2.4%; BLM helicase inh = -6.6%; Pol kappa inh = -18.8%; Anesthetic bind = 4.8%; RXFP1 antag = 2.0; Pol eta inh = -13.1%; Pol beta inh = -0.2%

Additional structures follow:
mol,Pol iota inh,Tb PGK inh,APE1 inh,BLM helicase inh,Pol kappa inh,Anesthetic bind,RXFP1 antag,Pol eta inh,Pol beta inh
Cc1cc(Nc2cccc(Cl)c2)nc2ccc(NC(=O)Cc3ccc(Cl)cc3)cc12,8.7%,-7.7%,·,-9.2%,8.6%,168.2%[activator],·,-15.1%,-2.1%
CC(=O)Nc1c(F)cc(Br)cc1F,37.3%[activator],-12.0%,-1.0%,-2.4%,11.3%,-9.2%,-29.5,-14.3%,0.1%
CCN(CC)C(=O)CSc1nc2c(sc(=S)n2Cc2ccco2)c(=O)n1-c1ccccc1,6.6%,3.0%,-1.8%,-3.5%,6.4%,?,-4.1,-5.2%,-19.4%
COC(=O)c1cccc(NC(=S)NCc2ccco2)c1,27.5%,-9.9%,9.1%,-5.1%,-0.6%,-10.1%,-13.7,-8.4%,4.7%
O=C(NNS(=O)(=O)c1ccccc1)c1cccc(F)c1,2.7%,8.8%,13.9%,-4.6%,-1.3%,-3.7%,-0.6,-25.4%,28.2%

Compound activity (PubChem)

An excerpt; rates above refer to the full screens.
